TDP1 cell CPT: qHTS for Inhibitors of human tyrosyl-DNA phosphodiesterase 1 (TDP1): qHTS in cells in presence of CPT; chicken DT40 Tdp1-/-;hTDP1 cells + 20 nM CPT, ATP luminescence, 48 h; Potency, µM (series often up to 46.2 µM), for the others: at the top dose activity change, negative = growth inhibition, most hits filed as inhibitors; actives 12% (n = 420,000); AID 686979, 2013; further: nearly all actives have a fitted effect of over 55% in size
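Cell growth measured by CellTiter-Glo luminescence after a minimum 48 h, 37 C compound exposure with 20 nM CPT in Tdp1-knockout DT40 cells stably expressing hTDP1, seeded 400/well; qHTS titration format.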
FEN1 inh: qHTS Assay for the Inhibitors of Human Flap endonuclease 1 (FEN1). Recombinant FEN1 flap cleavage, fluorescence, 15 min. Potency, µM (doses to about 114 µM), for inactives: at the highest dose activity change, negative = inhibition, hits mostly inhibitors. P39748. actives 0.35% (n = 390,000); further: nearly all actives have a fitted effect of over 65% in size
Target sequence (P39748 whole entry, looked up): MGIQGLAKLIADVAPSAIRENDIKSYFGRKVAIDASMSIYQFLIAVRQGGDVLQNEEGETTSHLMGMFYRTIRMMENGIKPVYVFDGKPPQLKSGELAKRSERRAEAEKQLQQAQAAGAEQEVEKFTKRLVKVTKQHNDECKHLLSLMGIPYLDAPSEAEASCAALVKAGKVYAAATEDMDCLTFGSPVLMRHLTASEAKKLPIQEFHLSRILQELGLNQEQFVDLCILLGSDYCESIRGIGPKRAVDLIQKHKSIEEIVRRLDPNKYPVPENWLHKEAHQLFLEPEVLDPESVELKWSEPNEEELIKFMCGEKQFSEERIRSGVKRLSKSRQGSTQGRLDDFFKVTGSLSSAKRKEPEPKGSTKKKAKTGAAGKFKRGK
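FEN1 at 10 nM preincubated with compounds 15 min at room temperature, then flap DNA substrate added at 50 nM final. Signal read at 0 and 15 min; concentration-response fitted with four-parameter Hill equation.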
N370S GC: qHTS Assay for Inhibitors and Activators of N370S glucocerebrosidase as a Potential Chaperone Treatment of Gaucher Disease; Lysosomal acid glucosylceramidase (Homo sapiens), P04062; Potency, µM (highest dose often 59.4 µM), for the others: top-dose activity change, negative = inhibition, most hits filed as inhibitors; N370S GC spleen homogenate, 4MU-glucoside fluorescence; actives 0.092% (n = 330,000);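 further: 0% = full enzyme activity and -100% = no enzyme basal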
* = called active by the depositor; ? = inconclusive; nt = no result given; & = joins results of further samples; ! = not confirmed by another sample. The call rests on the fitted dose curve; in most records, active means well fitted curve in the direction sought with a large enough effect; inconclusive means small, poorly fitted or top-dose-only effect, or another doubt; inactive means no such curve, though single readings can be large; an effect the other way counts as inactive or inconclusive. Unless noted, on the % scale 0 is the no-effect control and ±100 the full control effect; potency means the concentration at half of the fitted maximal effect. The list is partial, so the mix of outcomes need not match the whole.

#1 Cc1ccc(S(=O)(=O)N2CCN(c3nc(-c4cccs4)nc(C)c3C)CC2)cc1
#2 CCOc1ncccc1C(=O)OCc1ccccc1
#3 CCN1CCN(c2cc(C)c3cc(NC(=S)N4CCCC4)ccc3n2)CC1
#4 CCOc1ccc(C(=O)NCC(=O)N2CCC3(CC2)NCCc2[nH]cnc23)cc1
#5 CCCCNS(=O)(=O)c1ccc2nc(-c3cccnc3)cc(C(=O)NCCCOC(C)C)c2c1
#6 N#Cc1nc(-c2cccc3ccccc23)oc1NCCN1CCOCC1
#7 O=C(NCc1ccc(Cl)cc1)c1noc2c1CCCC2
#8 Cc1ccc(N2C(=O)CS(=O)(=O)C23C(=O)N(C)c2ccccc23)cc1F (configuration not stated)

| assay / compound | 1 | 2 | 3 | 4 | 5 | 6 | 7 | 8 |
| --- | --- | --- | --- | --- | --- | --- | --- | --- |
| TDP1 cell CPT | 9.7% | -11.0% | -2.1% | -17.8% | -28.8% | -11.8% | -13.9% | -9.3% |
| FEN1 inh | -9.5% | -3.1% | 2.1% | -6.6% | -6.3% | -17.9% | -14.2% | -9.0% |
| N370S GC | nt | 7.1% | -2.4% | -3.6% | nt | 8.6% | 5.3% | nt |

#9 CC1(C)CC(NC(=O)C(Cl)(Cl)Cl)CC(C)(C)N1
#10 N/C(=N\O)c1ccccc1N1CCCCC1
#11 CCOc1ccccc1/C=N/NC(=O)c1cc(C(C)C)[nH]n1
#12 O=C(NCCc1ccccc1)C1CCCN(C(=O)Nc2ccc(F)cc2)C1 (configuration not stated)
#13 COc1ccc2c(c1OC)C(=O)N1c3cccc(Cl)c3C(=O)OC21 (configuration not stated)
#14 CCOC(=O)N1CCN(C(=O)c2ccc(CNS(=O)(=O)c3ccc(OC)cc3)cc2)CC1
#15 O=C(CC1CCCCC1)NCCCN1CCOCC1
#16 CCc1cccc(C)c1NC(=O)COC(=O)C(NS(=O)(=O)c1ccc(Cl)cc1)C(C)O (configuration not stated)

| assay / compound | 9 | 10 | 11 | 12 | 13 | 14 | 15 | 16 |
| --- | --- | --- | --- | --- | --- | --- | --- | --- |
| TDP1 cell CPT | 8.5% | -25.4% | 15.0% | 6.51µM* | -17.6% | -15.0% | -9.9% | -10.9% |
| FEN1 inh | 1.5% | 1.1% | 3.6% | -10.7% | -1.1% | -13.9% | 5.4% | 4.0% |
| N370S GC | -2.1% | 14.0% | -1.1% | 2.1% | 1.9% | -1.0% | -8.5% | 0.6% |

#17 CN1CCN(C(=O)c2ccc3c(=O)n4c(nc3c2)CCCCC4)CC1
#18 CCC(C)NC(=O)c1cn(-c2cccc(C)n2)cn1 (configuration not stated)
#19 c1ccc(CC2CCN(c3nnnn3-c3ccccc3)CC2)cc1
#20 Cc1ccc(-c2cccc(CN3CCN(C4CCN(C(C)C)CC4)C(CCO)C3)c2)o1 (configuration not stated)
#21 O=C(C1=C[C@H](c2ccc(Br)cc2)C[C@H](OCCCCO)O1)N1CCN(Cc2ccccc2)CC1
#22 C[C@H](NC(=O)OC(C)(C)C)C(=O)c1ccco1
#23 O=S(=O)(Nc1ccc(Cl)cn1)c1ccc(Cl)cc1
#24 COc1ccccc1COc1ccc2c(C)c(CCC(=O)O)c(=O)oc2c1C

| assay / compound | 17 | 18 | 19 | 20 | 21 | 22 | 23 | 24 |
| --- | --- | --- | --- | --- | --- | --- | --- | --- |
| TDP1 cell CPT | 9.6% | 14.2% | -16.2% | ? | 23.1µM* | -1.5% | 8.1% | 0.4% |
| FEN1 inh | 9.4% | -10.4% | -15.8% | 14.3% | 10.2% | -11.9% | -10.1% | -11.0% |
| N370S GC | 7.5% | nt | 8.8% | -18.1% | -12.8% | nt | 3.3% | 2.6% |

The final two entries of the section before lead into the next.
#23 O=S(=O)(Nc1ccc(Cl)cn1)c1ccc(Cl)cc1
#24 COc1ccccc1COc1ccc2c(C)c(CCC(=O)O)c(=O)oc2c1C
#25 Cc1c(Cl)cnc(NC(=O)COC(=O)C2CCCC2)c1Cl
#26 CC1=C/C(=C(\c2cc(C)c(O)c(Br)c2)c2ccccc2S(=O)(=O)O)C=C(Br)C1=O
#27 CCOC(=O)c1cc(S(=O)(=O)N(C)c2ccccc2)[nH]n1
#28 Cn1c(/C=C/N(Cc2ccccc2)c2ccccc2)c([N+](=O)[O-])c(=O)n(C)c1=O
#29 O=S(=O)(Nc1ccc(Cl)cn1)c1cnc(Cl)c(Br)c1
#30 COC(=O)c1c(-c2ccc(C)cc2)csc1NC(=O)C1CC=CCC1C(=O)O (configuration not stated)
#31 COc1cc(CNC2CCCC2)c(Br)cc1OCc1ccccc1
#32 Cc1ccc(S(=O)(=O)N2CCOCC2)cc1C(=O)N1CCN(S(=O)(=O)c2ccccc2F)CC1

| assay / compound | 23 | 24 | 25 | 26 | 27 | 28 | 29 | 30 | 31 | 32 |
| --- | --- | --- | --- | --- | --- | --- | --- | --- | --- | --- |
| TDP1 cell CPT | 8.1% | 0.4% | -2.8% | ? | -16.4% | ? | -18.1% | -13.2% | 20.6µM* | -1.9% |
| FEN1 inh | -10.1% | -11.0% | -16.0% | ? | 16.3% | 4.9% | 1.4% | -0.8% | -6.3% | 14.1% |
| N370S GC | 3.3% | 2.6% | nt | -8.3% | nt | 28.5% | 1.9% | 0.7% | -14.3% | nt |

#33 CC(C)Cc1ccc([C@@H](C)C(=O)NS(C)(=O)=O)cc1
#34 COc1ccc(C2C(C(N)=O)=C(C)Nc3nc(-c4ccccc4)nn32)cc1OC (configuration not stated)
#35 COc1ccc2[nH]c(C(=O)O)c(NC(=O)c3cc(OC)c(OC)c(OC)c3)c2c1
#36 COc1cccc2cc(C(=O)N3CCc4ccccc43)c(=O)oc12
#37 COc1cc(OC)cc(C(=O)NNC(=O)CCNS(=O)(=O)c2ccc(C)c(C)c2)c1
#38 Cc1ccc(C)c(NC(=O)C2COc3ccccc3O2)c1 (configuration not stated)
#39 Cc1ccc(NC(=O)COS(=O)c2ccc(C)cc2)cc1 (configuration not stated)
#40 CN(C)S(=O)(=O)c1cccc(-c2nn(-c3ccccc3)cc2/C=C2\SC(=S)N(CC(=O)O)C2=O)c1

| assay / compound | 33 | 34 | 35 | 36 | 37 | 38 | 39 | 40 |
| --- | --- | --- | --- | --- | --- | --- | --- | --- |
| TDP1 cell CPT | -2.6% | -3.7% | 23.8% | -8.4% | -9.9% | -0.4% | 2.0% | -6.2% |
| FEN1 inh | nt | -8.4% | -17.8% | -7.4% | -5.3% | 17.6% | -2.0% | ? |
| N370S GC | -2.4% | -6.2% | -5.8% | 5.9% | -1.7% | 0.4% | -3.9% | 4.7% |

#41 NC(=O)c1ccc(NC(=O)CSc2nnc(-c3ccccn3)n2N)cc1
#42 O=C(NC1CCCCC1)C1CCN(c2ncccn2)CC1
#43 COc1ccc(NC2C=CS(=O)(=O)C2)c(OC)c1 (configuration not stated)
#44 C=C(C)CSc1nc2sc3c(c2c(=O)n1-c1ccccc1)CCN(C)C3
#45 Cc1cc([N+](=O)[O-])ccc1NC(=O)CCC(=O)N1CCCCC1
#46 CCc1ccc(CNC(=O)c2ccc(-c3nc(CSc4ccc(C)cc4)c(C)o3)cc2)cc1
#47 CN(CCc1ccccc1)C(=O)c1cccc(NC(=O)Cc2cccc(NC(=O)C3CCCN(C(=O)C4CCCCC4)C3)c2)c1 (configuration not stated)
#48 CC(C)(C)C1CCC(=NNC(=O)c2cc3c(s2)CCCC3)CC1 (configuration not stated)

| assay / compound | 41 | 42 | 43 | 44 | 45 | 46 | 47 | 48 |
| --- | --- | --- | --- | --- | --- | --- | --- | --- |
| TDP1 cell CPT | -3.5% | 18.6% | -15.8% | ? | -4.9% | 9.4% | ? | 1.4% |
| FEN1 inh | 5.5% | -0.9% | -0.4% | 7.7% | 4.6% | 0.8% | -0.8% | -5.0% |
| N370S GC | -6.1% | 1.5% | -10.1% | 15.3% | -2.2% | nt | nt | 13.7% |

#49 CSc1ccc(C(=O)C2CCCN(S(=O)(=O)N(C)C)C2)cc1 (configuration not stated)
#50 CCN(c1ccc(Cl)cc1)S(=O)(=O)c1nnc(NC(=O)C(C)C)s1
#51 C[C@H](NC(=O)c1ccco1)C(=O)NC1CCCCCC1
#52 Cc1cccc(C(=O)O/N=C/c2ccc(Br)cc2)c1
#53 CCOC(=O)c1cc(-c2ccc(F)cc2)n(CCC(=O)Nc2cc(OC)cc(OC)c2)c1C
#54 CN1CCCN(C(=O)CNC(=O)c2ccccc2F)CC1
#55 Cc1ccc(S(=O)(=O)N2CC(O)CC2C(=O)NCc2ccc3c(c2)OCO3)cc1 (configuration not stated)
#56 Cc1ccc(-c2noc(C3CCCN(C(=O)c4ccccc4Br)C3)n2)o1 (configuration not stated)

| assay / compound | 49 | 50 | 51 | 52 | 53 | 54 | 55 | 56 |
| --- | --- | --- | --- | --- | --- | --- | --- | --- |
| TDP1 cell CPT | 7.0% | 5.6%&-2.3% | -16.3% | 0.3% | 14.6µM* | -11.4% | 3.9% | -29.5% |
| FEN1 inh | -1.0% | 12.3%&5.8% | 16.3% | -15.1% | -16.9% | 18.5% | 5.9% | 8.7% |
| N370S GC | 26.4% | -2.7% | nt | 7.6% | nt | nt | -1.1% | 4.4% |

Profiles from above.
CN1CCCN(C(=O)CNC(=O)c2ccccc2F)CC1 across the screens: TDP1 cell CPT = -11.4%; FEN1 inh = 18.5%; N370S GC = nt
CSc1ccc(C(=O)C2CCCN(S(=O)(=O)N(C)C)C2)cc1 (configuration not stated) across the screens: TDP1 cell CPT = 7.0%; FEN1 inh = -1.0%; N370S GC = 26.4%

Next section.
#57 CCOc1cccc(C(=O)Nc2cnn(Cc3ccccc3)c2)c1
#58 CC(=O)C1=C(C)NC(SCc2ccc(C#N)cc2)=C(C#N)C1c1ccco1 (configuration not stated)
#59 OC1C(O)C(O)C(O)C(O)C1O (configuration not stated)
#60 CC(C)C(c1nnnn1C(C)(C)C)N1CCN(Cc2cccnc2)CC1 (configuration not stated)
#61 O=C(CN1C(=O)COc2ccc(S(=O)(=O)N3CCOCC3)cc21)NCc1ccc(F)cc1
#62 COC(C(=O)Nc1ccnn1C1CCN(Cc2cccc(C)n2)CC1)c1ccccc1 (configuration not stated)
#63 Cc1ccc(C(=O)NC(Cc2c[nH]c3ccccc23)C(=O)O)cc1 (configuration not stated)
#64 Cc1cc(C)cc(NS(=O)(=O)c2cnc(Cl)c(Cl)c2)c1

| assay / compound | 57 | 58 | 59 | 60 | 61 | 62 | 63 | 64 |
| --- | --- | --- | --- | --- | --- | --- | --- | --- |
| TDP1 cell CPT | -15.9% | ? | 15µM*! | -2.5% | -15.1% | -20.1% | -1.3% | ? |
| FEN1 inh | -3.7% | 5.3% | -3.4%&-9.8%&-4.5% | -16.8% | -1.5% | 21.9% | -0.3% | 1.5% |
| N370S GC | -9.9% | -2.4% | 0.5%&-1.7%&-10.7%&0.3% | 17.9% | nt | -12.5% | 1.3% | -11.4% |

#65 CCOC(=S)NC(=O)c1sc2ccccc2c1Cl
#66 Cc1ccc(-c2n[nH]c(=S)n2/N=C/c2ccncc2)cc1
#67 CC(C)(C)c1ccc(/C=C2\SC(=O)N=C2N)cc1
#68 CCOc1ccc(N(CC(=O)NCCSCc2ccccc2)S(=O)(=O)c2ccccc2)cc1
#69 CC1CCc2sc(C(=O)OCC(=O)NCc3ccc(F)cc3)cc2C1 (configuration not stated)
#70 COc1ccc(-c2sc3cc4c(cc3c2C#CC2(O)CCCCC2)OCO4)cc1
#71 O=C(N/N=C/c1cc(Cl)cc(Cl)c1O)c1ccncc1
#72 Cc1ccc2oc(=O)c(/C=C(\O)CC(C)C)nc2c1

| assay / compound | 65 | 66 | 67 | 68 | 69 | 70 | 71 | 72 |
| --- | --- | --- | --- | --- | --- | --- | --- | --- |
| TDP1 cell CPT | ? | -1.0% | -3.8% | ? | 20.6µM* | 18.4µM* | 6.51µM* | 23.1µM* |
| FEN1 inh | -1.3% | -9.2% | 1.3% | -16.9% | 1.6% | 2.4% | -4.8% | ? |
| N370S GC | 15.4% | 4.9% | -2.4% | -18.7% | 6.3% | nt | 6.6% | 0.1% |

#73 Cc1[nH]c(=S)c(C#N)c(C)c1Cc1ccc(Cl)cc1Cl
#74 Cc1c(Cl)cccc1NC(=O)Cn1c(-c2ccc(F)cc2)noc1=O
#75 O=S(=O)(NCc1cccs1)c1cccc2cccnc12
#76 COc1ccc(OCCSc2nnc(-c3ccccc3)n2N)cc1
#77 COCCNC(=O)CSc1nnc(NC(=O)C2CC(=O)N(c3ccccc3OC)C2)s1 (configuration not stated)
#78 COc1ccc(C(=O)NCC(=O)OCc2csc(-c3ccccc3)n2)cc1
#79 O=Cc1ccc(B(O)O)cc1

| assay / compound | 73 | 74 | 75 | 76 | 77 | 78 | 79 |
| --- | --- | --- | --- | --- | --- | --- | --- |
| TDP1 cell CPT | -21.7% | ? | 0.3% | ? | 3.1% | -28.4% | ? |
| FEN1 inh | -14.9% | -3.4% | -1.3% | 5.4% | 7.6% | 4.3% | -22.3% |
| N370S GC | 0.1% | 27.4% | -2.8% | 11.5% | -7.4% | -14.6% | -4.3% |

Bioassay records: PubChem, National Center for Advancing Translational Sciences (NCATS)
